DRD3 antagonist = qHTS of D3 Dopamine Receptor Antagonist: qHTS. D(3) dopamine receptor (Homo sapiens), P35462. D3R cells, DiscoveRx beta-arrestin luminescence, antagonist mode; stronger effect = lower value. max response, negative = inhibition, %. 360,000 compounds, 2.5% hits; in the data active = max response below about -50%; inconclusive = no clear call, values can overlap the other calls; also: % is scaled to controls: 0 for no effect and ±100 for the full control effect; mostly tested at two doses, the higher about 12 µM
Target sequence (P35462 whole entry, looked up): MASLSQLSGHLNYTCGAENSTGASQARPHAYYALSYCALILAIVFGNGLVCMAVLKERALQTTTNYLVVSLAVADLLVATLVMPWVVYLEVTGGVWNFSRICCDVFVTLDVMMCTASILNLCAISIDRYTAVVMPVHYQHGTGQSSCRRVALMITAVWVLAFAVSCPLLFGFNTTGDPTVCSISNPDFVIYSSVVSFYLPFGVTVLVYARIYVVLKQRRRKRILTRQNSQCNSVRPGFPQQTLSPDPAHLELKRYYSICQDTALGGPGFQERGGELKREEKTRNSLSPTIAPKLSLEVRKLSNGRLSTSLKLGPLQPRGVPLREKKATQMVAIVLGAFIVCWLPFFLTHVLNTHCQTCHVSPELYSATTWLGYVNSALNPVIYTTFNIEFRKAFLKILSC
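Cells plated overnight at 1500 cells/well, then exposed to library compounds with dopamine controls for 90 minutes at 37 degrees C. DiscoveRx reagent added for 30–60 minutes at room temperature; luminescence read, quantitative HTS format.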
Akt phos inh = HTS Assay for Inhibitors of Akt Phophorylation: Primary Screen; AID 651550, 2012; activity change, % for hits at 50 µM; 360,000 compounds, 0.32% hits; Neuro2A IGF-stimulated pAkt S473 HTRF, 20 min; stronger effect = lower value; in the data active = activity change below about -80%; inconclusive = mostly about -51% to -80%; also: % is scaled to controls: 0 for no effect and ±100 for the full control effect
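Neuro2A cells (4,500/well, DMEM with 0.5% FBS) were treated with compound at a single 50 µM final concentration, stimulated with 6 nM IGF for 20 min at 37 °C, and lysed. Phospho-Akt Ser473 was read by HTRF as 665/615 ratio ×10^4.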
PTHR1 agonist = qHTS for PTHR1 Agonists: Primary Screen. HEK293 GP2 PTHR1 cells, GloSensor cAMP luminescence, 1 h. 410,000 compounds, 0.075% hits. AID 743266, 2014. Potency, µM (series often up to 115 µM), inactives show at the top dose activation, hits mostly activators; also: potency is read from the fitted curve at half-maximal effect; nearly all actives have a fitted effect of over 55% in size; some results filed as inactive show a strong effect at the top dose; inactives centre near -15; many of its hits are not listed in these tables
Target sequence (Q03431 whole entry, looked up): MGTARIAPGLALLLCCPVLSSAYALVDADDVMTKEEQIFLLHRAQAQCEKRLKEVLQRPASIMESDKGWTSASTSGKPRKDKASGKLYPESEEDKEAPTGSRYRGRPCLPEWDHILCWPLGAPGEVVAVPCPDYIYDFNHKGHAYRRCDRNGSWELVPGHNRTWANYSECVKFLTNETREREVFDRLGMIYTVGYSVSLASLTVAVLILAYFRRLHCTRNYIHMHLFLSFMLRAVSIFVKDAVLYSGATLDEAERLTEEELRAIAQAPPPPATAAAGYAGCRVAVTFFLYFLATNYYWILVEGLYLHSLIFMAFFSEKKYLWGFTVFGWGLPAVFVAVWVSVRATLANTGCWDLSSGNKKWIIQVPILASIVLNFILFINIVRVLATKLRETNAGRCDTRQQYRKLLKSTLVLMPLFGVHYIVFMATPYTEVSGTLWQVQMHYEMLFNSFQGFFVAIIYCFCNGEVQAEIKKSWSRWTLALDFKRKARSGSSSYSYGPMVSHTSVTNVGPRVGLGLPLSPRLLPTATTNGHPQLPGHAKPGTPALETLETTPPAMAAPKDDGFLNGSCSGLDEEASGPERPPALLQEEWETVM
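HEK-293-derived GP2 cells expressing PTHR1 and a GloSensor cAMP reporter, 3,000/well, plated overnight, given luciferin plus IBMX (each 0.5 mM as added) for 1 h at 37 °C, then compound for 1 h at 37 °C. Luminescence was read after 15 min at room temperature.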
EPAC2 ag = qHTS for Agonist of cAMP-regulated guanine nucleotide exchange factor 4 (EPAC2): primary screen. Potency, µM (doses to about 154 µM), for inactives: at the highest dose activation, most hits filed as activators. Rap guanine nucleotide exchange factor 4 (Homo sapiens), Q8WZA2. EPAC2 activation, biochemical qHTS; response scale: 100% = 6.5 mM cAMP response. 360,000 compounds, 0.079% hits; also: potency is read from the fitted curve at half-maximal effect; nearly all actives have a fitted effect of over 50% in size
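Exchange assay: 100 nM EPAC2 with 250 nM Rap1B-BODIPY-GDP and 50 uM GDP. Fluorescence (ex 480/em 540 nm) read every 5 min for 30 min at room temperature. Data normalized to 6.5 mM cAMP as agonist control.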
Mm-Cpn inhibitor = Inhibitors of TCP-1 ring complex (TRiC) of Methanococcus maripaludis (MmCpn): qHTS; Chaperonin Mm-Cpn (Methanococcus maripaludis); purified Mm-Cpn ATPase, ADP Transcreener TR-FRET; Potency, µM (titrated, usually from 76.9 µM), for the others: top-dose activity, negative = inhibition, hits mostly inhibitors; 330,000 compounds, 0.031% hits; AID 504842, 2011; also: potency is read from the fitted curve at half-maximal effect; % is scaled to controls: 0 for no effect and ±100 for the full control effect; nearly all actives have a fitted effect of over 80% in size
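Compound-treated chaperonin, 25 nM final, turns over 10 uM ATP at 37°C for 30 min following a 10 min preincubation; ADP generated competes with ADP-d2 for Eu-cryptate antibody, lowering FRET.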
D3 ag = qHTS of D3 Dopamine Receptor Agonist: qHTS. D(3) dopamine receptor (Homo sapiens), P35462. D3R DiscoveRx beta-arrestin cells, luminescence, 90 min. max activation, %. 410,000 compounds, 0.58% hits. AID 652048, 2013; in the data active = max activation above about 30%; also: 0% is about no effect; mostly tested at two doses, the higher about 12 µM
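Cells at 1500/well, incubated overnight, then treated with pinned compounds (dopamine as control) for 90 min at 37 degrees C. DiscoveRx reagent added for 30 - 60 minutes at room temperature; luminescence read.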
EPAC2 antag = qHTS for Antagonist of cAMP-regulated guanine nucleotide exchange factor 2 (EPAC2): primary screen. Rap guanine nucleotide exchange factor 4 (Homo sapiens), Q8WZA2. EPAC2 GEF exchange of Rap1B-BODIPY-GDP, fluorescence. Potency, µM (doses to about 114 µM), inactives show top-dose activity, negative = inhibition, usual class: inhibitors. 360,000 compounds, 0.18% hits. AID 720708, 2013; also: potency is read from the fitted curve at half-maximal effect; % is scaled to controls: 0 for no effect and ±100 for the full control effect; nearly all actives have a fitted effect of over 45% in size; many of its hits are not listed in these tables
CCT chaperon mod = High-Throughput Screening for Modulators of Cytosolic Chaperonin Activity | activity change, % (test concentration not listed), hits read low | purified chaperonin ATPase assay, HTRF ADP detection, 30 min | 360,000 compounds, 0.3% hits; in the data active = activity change below about -30%; also: % is scaled to controls: 0 for no effect and ±100 for the full control effect
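Nucleotide hydrolysis assay: TRiC at 20–40 nM final (set by batch activity) with 10 uM ATP, 30 min at 37 °C, in presence of 76 uM compound. Detection by competitive ADP HTRF, 30 min ambient.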
An asterisk follows results filed as active; i = inactive; ? = inconclusive; nt = no result given; [ ] = remark or other dose. Unless noted, calls follow the shape of the dose curve; as a rule, active = well fitted curve in the direction sought with a large enough effect; inconclusive = small, poorly fitted or top-dose-only effect, or another doubt; inactive = no such curve, though single readings can be large; an effect the other way counts as inactive or inconclusive.

(1) Cc1cc(C(=O)NNC(=O)c2ccccc2[N+](=O)[O-])c(C)o1
(2) Sc1nnc(-c2ccc(Cl)cc2)n1Cc1ccccc1
(3) Cc1cccc(NC(=S)NCC(C)CSc2ccc(Cl)cc2)c1 (stereo not drawn)
(4) COc1ccc(C(=O)NCCCCc2ccccc2)cc1
(5) Oc1c(/C=N/c2ccccn2)sc2ccccc12
(6) CSCCCNC(=S)Nc1ccc(N2CCOCC2)cc1N1CCOCC1
(7) CCC(=NNC(=O)c1ccc2c(c1)nc(C)n2CC)c1cc(F)ccc1O
(8) COc1cc(NC(=O)COC(=O)c2ccccc2SCC(=O)N2CCCC2)cc(OC)c1

assay / entry	1	2	3	4	5	6	7	8
DRD3 antagonist	-13	?	6	4	0	-1	7	1
Akt phos inh	i	i	i	i	i	i	i	i
PTHR1 agonist	i	-23%	-26%	i	-48%[inhibitor]	i	-68%[inhibitor]	-85%
EPAC2 ag	13%	1%	5%	1%	2%	-2%	0%	8%
Mm-Cpn inhibitor	-1%	-7%	0%	nt	-5%	-1%	1%	-2%
D3 ag	5	-5	-11	-4	9	-5	0	-8
EPAC2 antag	1%	10%	-11%	0%	2%	1%	-1%	10%
CCT chaperon mod	-0.6	-2.6	2.9	0.4	-0.6	-1.5	-2.4	-0.7

Looked up above:
CCT chaperon mod, cpd 5 reads -0.6
D3 ag, cpd 1 reads 5
CCT chaperon mod, cpd 8 reads -0.7
Mm-Cpn inhibitor, cpd 6 reads -1%

Carrying on:
(9) CCN(c1ccccc1)S(=O)(=O)c1ccc(Cl)c(C(=O)NCC2CCCO2)c1 (stereo not drawn)
(10) Cn1c(CN2CCN(c3cccc(Cl)c3)CC2)nc2ccccc21
(11) O=C(NC1CC1)c1ccc(CS(=O)(=O)c2c(Cl)cccc2Cl)o1
(12) O=Nc1c(O)[nH]c2ccc(Cl)c(Cl)c12
(13) CCC(CO)Oc1cc(NCc2ccccn2)c2ncn(C(C)C)c2c1 (stereo not drawn)
(14) COc1ccc2c(c1)c(C(=O)N/N=C/c1ccc(O)c(O)c1)c(C)n2C
(15) O=C(CSc1nnc2ccccn12)Nc1ccccc1[N+](=O)[O-]
(16) COc1ccc(N2CC(C(=O)NCCCN3CCOCC3)CC2=O)cc1 (stereo not drawn)

assay / entry	9	10	11	12	13	14	15	16
DRD3 antagonist	7	?	-1	-21	6	-12	11	17
Akt phos inh	i	i	i	i	i	i	i	i
PTHR1 agonist	i	?	-36%[inhibitor]	i	i	-5%	i	i
EPAC2 ag	17%	3%	7%	-7%	5%	0%	-3%	-2%
Mm-Cpn inhibitor	1%	0%	2%	nt	-6%	0%	nt	?
D3 ag	-1	0	3	17	-1	11	-4	-12
EPAC2 antag	-2%	-19%	4%	-30%	21%	-18%	13%	5%
CCT chaperon mod	-1.5	-1.0	-2.2	-1.8	-0.8	0.4	0.0	0.1

(17) CCOc1ccc(C(C)C)cc1S(=O)(=O)N1CCOCC1
(18) COc1ccccc1C(=O)N1CC2(C)CC1CC(C)(C)C2 (stereo not drawn)
(19) CN(CC(=O)Nc1ccc(F)cc1)C(=O)c1ccc(-c2ccc(F)cc2)o1
(20) CC(=O)c1sc2nc(-c3ccccc3)cc(C)c2c1N
(21) COc1ccc(-c2sc3cc(OC)c(OC)cc3c2C#CCO)cc1
(22) CC1=Nc2ccc(C)cc2/C1=C/c1c(N)n2nc(CC(=O)N3CCOCC3)sc2nc1=O
(23) Cc1cccn2c(=O)c3cc(S(=O)(=O)c4ccc(Br)cc4)c(=N)n(C4CCCCC4)c3nc12
(24) O=C(COC(=O)/C=C/c1ccc(Cl)cc1)NC1CCCC1

assay / entry	17	18	19	20	21	22	23	24
DRD3 antagonist	12	-2	-13	-10	31	0	5	-17
Akt phos inh	i	i	i	i	i	nt	i	i
PTHR1 agonist	i	-10%	-6%	-11%	i	-4%	-6%	i
EPAC2 ag	1%	5%	4%	-2%	12%	5%	3%	8%
Mm-Cpn inhibitor	-3%	?	nt	0%	-6%	1%	0%	0%
D3 ag	3	5	-10	6	-12	3	3	-6
EPAC2 antag	4%	-1%	-4%	2%	?	11%	7%	8%
CCT chaperon mod	-1.0	1.3	-1.1	-1.2	1.0	-5.3	-0.6	1.9

(further entries)
no. | canonical_smiles | DRD3 antagonist | Akt phos inh | PTHR1 agonist | EPAC2 ag | Mm-Cpn inhibitor | D3 ag | EPAC2 antag | CCT chaperon mod
25 | Cc1ccc(/C=N/N(Cc2ccccc2)c2ccccc2)o1 | 4 | i | -46%[inhibitor] | 2% | 1% | 1 | -10% | -0.6
26 | O=C(CCCN1C(=O)c2ccccc2C1=O)Nc1nc2ccccc2[nH]1 | 7 | i | i | -7% | -3% | 4 | -6% | -0.5
27 | CC1NS(=O)(=O)c2cc([N+](=O)[O-])ccc21 (stereo not drawn) | 12 | i | -4% | 8% | nt | 1 | 1% | 2.0
28 | Cn1nc(C(=O)NCCc2ccc(Cl)cc2)c2c1-c1ccccc1S(=O)(=O)C2 | -23 | i | i | 7% | -2% | -16 | 2% | -1.3
29 | COc1ccc(-n2cc(CN[C@H]3CCCCNC3=O)c(-c3cccc(F)c3)n2)cc1 | 15 | i | i | -5% | -2% | 1 | 0% | 1.6
30 | COC(=O)c1cc(-c2ccccc2)nc2nc(SC)[nH]c(=O)c12 | -28 | i | i | 13% | -6% | -3 | -1% | -1.3
31 | N#Cc1c(NC(=O)c2ccc(N3CCOCC3)c([N+](=O)[O-])c2)sc2c1CCCC2 | 4 | i | i | 11% | 1% | 13 | 3% | 0.4
32 | CCN(CC)S(=O)(=O)c1ccc(C(=O)Nc2c3c(nn2C(C)(C)C)CS(=O)(=O)C3)cc1 | 14 | i | i | -7% | 4% | -8 | 2% | -0.3
33 | Cn1c(SCC(=O)c2ccccc2)nnc1-c1ccncc1 | -6 | i | -8% | 3% | -2% | 2 | 3% | 0.5
34 | CCn1ncc(Br)c1C(=O)Nc1ccc(C(=O)OC(C)C)cc1 | -19 | i | i | 5% | -2% | -3 | -11% | -1.2
35 | CCN(CC)CCCCN1c2ccccc2Sc2ccccc21 | -107* | i | ? | 5% | 1% | -13 | 1% | -0.1
36 | Cn1nnnc1SCC(=O)Nc1ccc(C(=O)N2CCN(Cc3ccccc3F)CC2)cc1 | 9 | i | i | 2% | 0% | 2 | 12% | -1.6
37 | O=C(O)CCN1C(=O)/C(=C\c2ccc(OCc3ccccc3)c(OCc3ccccc3)c2)SC1=S | -23 | i | -5% | 6% | 1% | -12 | 14% | -0.9
38 | O=C(c1ccncc1)N(c1ccc2oc3c(c2c1)CCCC3)S(=O)(=O)c1ccc(F)cc1 | 2 | i | -9% | 12% | -1% | 1 | -13% | -1.2
39 | O=C1NC(=O)N(c2ccc(Cl)cc2)C(=O)/C1=C/c1ccc2c(c1)CCN2Cc1ccccc1Cl | -5 | i | i | 11% | nt | -3 | 2% | -2.1
40 | CCOC(=O)N/N=C/C=C/c1ccccc1 | ? | i | i | 1% | 2% | -5 | -7% | -2.1
41 | Cc1cc(C(=O)COC(=O)CCc2nc3ccccc3c(=O)[nH]2)c(C)n1CC1CCCO1 (stereo not drawn) | 2 | i | i | 0% | 0% | 0 | -4% | 1.5
42 | CCCN=Cc1ccc(O)cc1 | 3 | i | i | -12% | 1% | 1 | -3% | 1.6
43 | CCOc1ccc(NS(=O)(=O)c2ccc3c(c2)oc(=O)n3C)cc1 | 19 | i | -23%[57.5 µM] | -9% | 1% | 0 | 5% | -0.2
44 | NC(=O)c1ccc(NC(=O)CSc2cn(CC(=O)N3CCOCC3)c3ccccc23)cc1 | -7 | i | -14% | -3% | 0% | -1 | 8% | -0.7
45 | COCCNC(=O)c1ccc2c(c1)S(=O)(=O)c1ccccc1C2=O | 33 | i | i | 6% | nt | 6 | 0% | 2.0
46 | CCc1ccccc1-n1c(SCC(=O)Nc2ccc3c(c2)OCCO3)nc2[nH]ncc2c1=O | -7 | i | -18% | 17% | 1% | -1 | -3% | -1.9
47 | S=C(NCCc1ccccn1)Nc1ccc(Cl)cc1 | 5 | i | -28% | 2% | 3% | 8 | 4% | -1.0
48 | COc1cccc(NC(=O)CCC(=O)Nc2cc(OC)c(NC(=O)c3cccs3)cc2OC)c1 | 36 | i | i | 8% | 1% | 4 | ? | 0.2
49 | O=C(COc1ccc(-c2ccccc2)cc1)NNC(=O)Nc1ccccc1 | -16 | i | -2% | 9% | -1% | -2 | 7% | -3.3
50 | CCN(CC)CCCNC(=O)C1c2ccccc2Oc2ccccc21 | -7 | i | i | 3% | 3%[15.4 µM] | -8 | 5% | -0.1
51 | COc1cc(/C=C2\C(=O)ON=C2c2ccc(Cl)cc2)ccc1O | 7 | i | -92%[inhibitor] | -1% | nt | -2 | 1% | -1.8

Complete entries as entered above.
COc1cccc(NC(=O)CCC(=O)Nc2cc(OC)c(NC(=O)c3cccs3)cc2OC)c1 as listed: DRD3 antagonist = 36; Akt phos inh = i; PTHR1 agonist = i; EPAC2 ag = 8%; Mm-Cpn inhibitor = 1%; D3 ag = 4; EPAC2 antag = ?; CCT chaperon mod = 0.2
S=C(NCCc1ccccn1)Nc1ccc(Cl)cc1 as listed: DRD3 antagonist = 5; Akt phos inh = i; PTHR1 agonist = -28%; EPAC2 ag = 2%; Mm-Cpn inhibitor = 3%; D3 ag = 8; EPAC2 antag = 4%; CCT chaperon mod = -1.0

Source: PubChem BioAssay (National Center for Advancing Translational Sciences (NCATS))

A portion of the library. The share of hits here may be higher or lower than overall.
